Screens deposited in PubChem by several laboratories.
ZTA DNA inh: blocks Epstein-Barr virus ZTA, an EBNA-1 counter-screen; P03206; ZTA-DNA binding, fluorescence polarization; inhibition, % at 11 µM; hit rate 0.15% among 320,000; AID 2234; in the data active means inhibition above about 33%
Efflux pump mplx: blocks antifungal efflux pumps in multiplex yeast assay; AID 485275; inhibition, % at 10 µM; S. cerevisiae Candida pump triplex, Nile Red efflux; hit rate 0.44% among 330,000;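 active means plate passing quality check with inhibition over a set limit, or well fluorescence over plate mean plus 4 SD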;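 further: Nile Red retained in pooled yeast measured as flow cytometry median fluorescence; 0% = buffer negative control and 100% = Enniatin B positive control; higher means more Nile Red kept so more efflux inhibition; some compounds called inactive have numbers as strong as hits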
PP5 inh: blocks human protein phosphatase 5 activity | P53041 | purified PP5c, OMFP substrate fluorescence | inhibition, % at 6.7 µM | hit rate 0.18% among 320,000;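 active means inhibition above the campaign's mean inhibition across all tested compounds plus 3 SD, cut at about 9.5% in these data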;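 further: 0% = DMSO only and 100% = 100 µM cantharidin control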
PREPL inh: inhibits the human prolyl oligopeptidase-like enzyme | Q4J6C6 | recombinant PREPL, fluorescence polarization activity-based probe | inhibition, % at 5.96 µM | hit rate 0.68% among 320,000 | AID 2751; in the data active means inhibition above about 43%;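 further: 0% = enzyme with DMSO and 100% = wells lacking enzyme; many of its hits are not listed in these tables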
Target sequence (Q4J6C6 whole entry, looked up): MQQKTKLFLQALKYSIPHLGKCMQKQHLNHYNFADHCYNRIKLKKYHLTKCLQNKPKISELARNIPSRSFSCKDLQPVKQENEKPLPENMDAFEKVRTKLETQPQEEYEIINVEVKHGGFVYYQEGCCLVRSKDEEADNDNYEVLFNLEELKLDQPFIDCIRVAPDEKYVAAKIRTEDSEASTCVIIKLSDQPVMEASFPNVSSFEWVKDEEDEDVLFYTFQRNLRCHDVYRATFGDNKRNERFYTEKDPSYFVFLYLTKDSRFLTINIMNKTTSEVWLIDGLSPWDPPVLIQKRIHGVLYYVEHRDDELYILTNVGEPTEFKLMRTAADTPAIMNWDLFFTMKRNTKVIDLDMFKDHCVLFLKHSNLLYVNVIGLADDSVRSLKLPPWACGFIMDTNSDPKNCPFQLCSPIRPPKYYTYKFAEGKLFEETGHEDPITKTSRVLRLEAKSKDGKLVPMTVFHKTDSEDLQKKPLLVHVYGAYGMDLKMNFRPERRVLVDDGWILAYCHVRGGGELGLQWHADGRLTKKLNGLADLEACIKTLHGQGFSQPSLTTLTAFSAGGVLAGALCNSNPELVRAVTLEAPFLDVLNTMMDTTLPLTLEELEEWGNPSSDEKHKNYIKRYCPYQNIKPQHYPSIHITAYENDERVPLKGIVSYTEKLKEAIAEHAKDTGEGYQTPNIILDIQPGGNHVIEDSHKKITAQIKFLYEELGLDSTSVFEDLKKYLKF
Fh CTSL1 inh: cathepsin L1 inhibition, PFM18AAP counter-screen | recombinant F. hepatica cathepsin L1, Z-Leu-Arg-MCA fluorescence | hit rate 0.49% among 300,000 | inhibition, % at 5.96 µM;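 active means inhibition above the mean of all tested compounds plus 3 SD, set per screening campaign, cut at about 17% in these data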;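 further: 0% = plate median of test compound wells and 100% = 1 µM Z-Phe-Ala-diazomethylketone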
core dimer inh: HCV core protein dimerization inhibition | TR-FRET GST/Flag-core106 dimerization, 1536-well | inhibition, % at 5 µM | hit rate 0.33% among 300,000;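 active means inhibition above the mean of all tested compounds plus 3 SD, set per screening campaign, cut at about 45% in these data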
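System – GST-tagged and Flag-tagged HCV core protein residues 1-106 · Repeats – one well for each compound · Technique – TR-FRET 671 and 617 nm emission · Doses – one concentration, 5 µM, in 0.5% DMSO · Times – 4 h, 22.5 °C incubation · Also added – Eu donor and XL665 acceptor anti-tag antibodies · Measure – percent inhibition of core106 dimerization signal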
EBNA-1 inh: blocks EBNA-1 binding to DNA; EBNA-1 DNA binding, fluorescence polarization; inhibition, % at 14.8 µM; hit rate 0.34% among 300,000; in the data active means inhibition above about 28%
TPT1 inhibitor: blocks Candida albicans tRNA 2'-phosphotransferase | recombinant caTPT1, FP RNA substrate dephosphorylation | AID 1962 | hit rate 0.81% among 300,000 | inhibition, % at 5 µM;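 active means inhibition above the mean of all tested compounds plus 3 SD, set per screening campaign, cut at about 24% in these data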;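 further: plate controls were DMSO alone for no effect and ferristatin control at 100 nM for full effect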
PP1 counter: PP1-alpha (human) inhibition in PP5 counter-screen; inhibition, % at 6.7 µM; AID 2235; P62136; hit rate 0.9% among 320,000; purified PP1alpha, OMFP fluorescence;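 active means inhibition above the mean inhibition of all tested compounds plus 3 SD, computed separately for each screening campaign, cut at about 15% in these data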
Target sequence (P62136 whole entry, looked up): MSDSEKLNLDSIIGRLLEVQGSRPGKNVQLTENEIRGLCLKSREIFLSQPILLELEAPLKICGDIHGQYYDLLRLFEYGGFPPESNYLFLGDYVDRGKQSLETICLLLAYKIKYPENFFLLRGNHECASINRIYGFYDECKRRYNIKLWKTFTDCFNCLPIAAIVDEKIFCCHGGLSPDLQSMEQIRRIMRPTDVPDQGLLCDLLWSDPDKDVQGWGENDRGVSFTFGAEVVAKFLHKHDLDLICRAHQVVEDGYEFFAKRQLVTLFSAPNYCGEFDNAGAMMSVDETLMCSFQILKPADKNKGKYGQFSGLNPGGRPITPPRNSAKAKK
* = called active by the depositor; nt = not tested or not shown. The list is partial. The share of hits here may be higher or lower than overall.

SMILES	ZTA DNA inh	Efflux pump mplx	PP5 inh	PREPL inh	Fh CTSL1 inh	core dimer inh	EBNA-1 inh	TPT1 inhibitor	PP1 counter
COc1ccc(-c2nc(CS(=O)CC(=O)N3CCC4(CC3)OCCO4)c(C)o2)cc1 (centres undefined)	1	-0.1	-0.1	17	-6	-3	-1	1	-5
CN1CCCCC1c1ccc(-c2cccnc2)nc1 (centres undefined)	-7	-0.2	1.6	1	-1	3	3	-5	-5
CC(=NCC1CCCO1)c1c(O)n(-c2ccc(C)cc2)c(=O)[nH]c1=O (centres undefined)	2	-0.1	1.3	6	2	1	-1	2	2
CN(C)/C=C(\C=[N+](C)C)c1[nH]ncc1[N+](=O)[O-]	-9	0.1	0.2	1	2	-1	-10	2	-3
N#CC1=C(N)Oc2cc(O)ccc2C1c1ccc2c(c1)OCO2 (centres undefined)	10	-0.2	0.7	5	3	7	2	-6	-2
CNCC(C)c1ccccc1 (centres undefined)	0	0.2	1.0	-3	1	0	0	2	-3
Cc1ccc(C)c(-n2c(C)nc3ccccc3c2=O)c1	7	-0.1	1.9	-3	-4	-5	-5	-1	-1
Cn1c(O)c(/C=N/NC(=O)c2ccncc2)c(=O)[nH]c1=S	6	-0.1	-0.6	-23	5	1	3	-4	-3
CC(=NCCN1CCOCC1)c1c(O)n(Cc2ccccc2)c(=O)[nH]c1=O	-3	-0.1	-0.8	5	-1	4	2	2	1
O=C1NC(=O)C(=Cc2coc3ccc(O)cc3c2=O)C(=O)N1	-2	0.4	4.2	5	-7	4	-6	2	2
O=CC(Cl)P(=O)(N1CCOCC1)N1CCOCC1 (centres undefined)	-2	0.0	-0.3	-7	0	-2	8	0	1
CCCCCCN=C(C)c1c(O)n(Cc2ccccc2)c(=O)[nH]c1=O	-8	0.0	-1.7	-4	2	10	-5	4	6
Nc1c(C(=O)NCCc2ccccc2)c2nc3ccccc3nc2n1CCN1CCOCC1	8	-0.2	6.5	41	9	-9	4	-2	3
COc1ccc(N=Cc2c(O)n(Cc3ccccc3)c(=S)[nH]c2=O)c(OC)c1	-14	0.0	4.2	16	-3	1	5	1	2
Cc1cc(OCC(=O)NCc2ccncc2)c2c3c(c(=O)oc2c1)CCC3	-1	0.2	-4.2	3	0	3	-5	3	-5
Cn1c(O)c(/C=N/N2CCOCC2)c(=O)n(C)c1=S	-15	-0.1	1.4	13	2	-6	-1	-2	-1
COC(=O)C1=C(c2cc3ccccc3o2)C[C@@H]2CC[C@H]1N2C	3	-0.3	-1.5	-8	nt	nt	nt	nt	-4
O=C(Nc1ccncc1)c1cccn(Cc2ccccc2)c1=O	-2	-0.3	1.7	-21	10	1	5	-5	-1
CCC(C)n1c(O)c(C=NCCc2ccccc2)c(=O)[nH]c1=S (centres undefined)	16	-0.1	-1.1	0	4	4	4	-4	0
CC(=O)O[C@@]12CO[C@@H]1C[C@@H](O)[C@@]1(C)C(=O)[C@H](O)C3=C(C)[C@@H](OC(=O)[C@H](O)[C@@H](NC(=O)c4ccccc4)c4ccccc4)C[C@@](O)([C@@H](OC(=O)c4ccccc4)C12)C3(C)C (some centres undefined)	12	0.4	1.9	11	-5	-6	1	-1	-2
COc1ccccc1N1C(=O)NC(=O)C(CCc2ccncc2)(CCc2ccncc2)C1=O	-4	0.0	-0.1	22	1	-1	5	-2	0
CCC(CC)C(=O)NC1CCSC1=O (centres undefined)	-4	0.0	-0.5	-3	-3	-1	4	-1	3
COc1cccc(N2C(=O)NC(=O)/C(=C/c3ccc4c5c(cccc35)CC4)C2=O)c1	7	0.3	-0.8	4	5	1	2	8	-5
CCn1c(C(=O)N2CCC(C(=O)N3CCC4(CC3)OCCO4)CC2)cc2sccc21	4	0.1	2.2	3	-4	-4	7	-3	0
Cc1ccccc1-n1c(O)c(/C=N/N2CCOCC2)c(=O)[nH]c1=S	-5	0.2	-1.4	3	-2	-5	5	7	-2
CCCCOC(=O)C1=C(N)OC2=C(C(=O)CCC2)[C@]12C(=O)N(C)c1ccccc12	-2	-0.1	-3.0	8	5	-1	-3	-4	0
CC(C)Cc1[nH]c(=O)c(C#N)c2c1CCC2	11	0.0	0.7	75*	3	0	5	-3	-3
COC(=O)C1=C(c2ccc(OC(F)(F)F)cc2)C[C@@H]2CC[C@H]1N2C(=O)N1CCOCC1	7	-0.1	0.6	-2	nt	nt	nt	nt	-4
COc1cc(N2C(=O)CC(=O)NC2=O)cc(OC)c1OC	-3	0.2	2.4	15	-3	-10	-6	11	-3
COC(=O)C1=C(c2cccc(OCc3ccccc3)c2)C[C@@H]2CC[C@H]1N2C(=O)NCc1ccc(C(C)(C)C)cc1	-7	0.0	6.2	10	nt	nt	nt	nt	20*
CC(=O)N1CCC2(CC1)CC(=O)c1cc(OCC(=O)N3CCC4(CC3)OCCO4)ccc1O2	3	0.2	2.1	4	-2	1	-7	5	-1
Cc1cc(C=C(C#N)C#N)ccc1N1CCCC1	-4	0.0	4.1	4	1	16	-6	126*	2
CC(C)C(=O)Nc1ccc(N2CCN(C)CC2)c(F)c1	-10	0.2	1.5	13	2	-3	5	4	-1
CCOc1ccc(-n2c(O)c(C=Nc3ccc(NC(C)=O)cc3)c(=O)[nH]c2=O)cc1	14	-0.1	0.9	-4	1	-2	6	-2	-1
OC1(CN2CCOCC2)C2CC3CC(C2)CC1C3 (centres undefined)	-4	-0.1	-0.1	-3	-2	-1	-11	-5	4
CSc1ccccc1C(=O)C1CCCN(Cc2ccncc2)C1 (centres undefined)	0	-0.1	0.4	8	0	-3	-10	2	1
COc1ccc(C(=O)CC2C(=O)N(C)C(=O)N(C)C2=O)cc1	16	-0.2	-0.2	5	2	4	11	1	4
OC(COCc1ccc(Cl)cc1)CN1CC=C(c2ccccc2)CC1 (centres undefined)	-7	-0.1	1.7	0	-2	-5	-11	-5	2
COc1ccc(CNCCc2ccccc2F)c(OC)c1C	31	-0.1	-0.9	-15	2	9	7	-2	-4
O=C(c1ccc(C(F)(F)F)cc1)C1CCCN(Cc2ccc(CO)o2)C1 (centres undefined)	-4	0.0	0.4	1	1	0	-3	3	-1
Cc1ccc2c(c1)C1CN(C)CCC1N2C(=O)Nc1cccc(C(F)(F)F)c1 (centres undefined)	0	-0.1	1.0	32	3	-10	3	-1	-2
NS(=O)(=O)c1ccc(N=Nc2c(O)[nH]c(=S)[nH]c2=O)cc1	-2	0.0	2.2	2	11	-12	-12	0	-4
O=C(NC1(C(F)(F)F)Oc2ccc(Cl)cc2O1)N1CCC2(CC1)OCCO2 (centres undefined)	7	-0.1	1.6	2	-4	-4	2	1	-3
O=P(O)(Oc1ccccc1)OC(c1ccccc1)C(F)(F)C(F)(F)F (centres undefined)	-4	-0.1	-3.6	-3	2	-1	-2	0	1
Cn1cccc1/C=C1/C(=O)NC(=O)N(Cc2ccccc2)C1=O	-12	0.0	0.3	11	-3	-7	-9	14	2
Cc1cccnc1-n1c(-c2ccco2)nc2ccccc2c1=O	-2	-0.1	1.6	1	4	-5	-7	-4	8
C=CCn1c(O)c(C(C)=NCc2cccnc2)c(=O)[nH]c1=O	-3	0.0	1.3	-1	0	2	-2	3	-2
Cc1cccc(-n2c(-c3ccccc3)nc3ccccc3c2=O)n1	-14	-0.1	3.2	3	-6	-5	-6	-3	-3
O=C(C(=O)N1CCOCC1)c1cn(Cc2c(F)cccc2Cl)c2ccccc12	0	0.0	-0.1	0	2	0	0	-2	3
CN1CCN(Cc2nc3ccccc3c(=O)[nH]2)CC1	-8	0.3	2.5	4	-3	-3	-1	3	-2

Complete entries, looked up by structure:
`Cc1cc(OCC(=O)NCc2ccncc2)c2c3c(c(=O)oc2c1)CCC3` in the list: ZTA DNA inh: -1; Efflux pump mplx: 0.2; PP5 inh: -4.2; PREPL inh: 3; Fh CTSL1 inh: 0; core dimer inh: 3; EBNA-1 inh: -5; TPT1 inhibitor: 3; PP1 counter: -5
`COc1cccc(N2C(=O)NC(=O)/C(=C/c3ccc4c5c(cccc35)CC4)C2=O)c1` in the list: ZTA DNA inh: 7; Efflux pump mplx: 0.3; PP5 inh: -0.8; PREPL inh: 4; Fh CTSL1 inh: 5; core dimer inh: 1; EBNA-1 inh: 2; TPT1 inhibitor: 8; PP1 counter: -5

Given bar-delimited: part of the list above.
Compound | ZTA DNA inh | Efflux pump mplx | PP5 inh | PREPL inh | Fh CTSL1 inh | core dimer inh | EBNA-1 inh | TPT1 inhibitor | PP1 counter
Cc1ccc2c(c1)C1CN(C)CCC1N2C(=O)Nc1cccc(C(F)(F)F)c1 (centres undefined) | 0 | -0.1 | 1.0 | 32 | 3 | -10 | 3 | -1 | -2
NS(=O)(=O)c1ccc(N=Nc2c(O)[nH]c(=S)[nH]c2=O)cc1 | -2 | 0.0 | 2.2 | 2 | 11 | -12 | -12 | 0 | -4
O=C(NC1(C(F)(F)F)Oc2ccc(Cl)cc2O1)N1CCC2(CC1)OCCO2 (centres undefined) | 7 | -0.1 | 1.6 | 2 | -4 | -4 | 2 | 1 | -3
O=P(O)(Oc1ccccc1)OC(c1ccccc1)C(F)(F)C(F)(F)F (centres undefined) | -4 | -0.1 | -3.6 | -3 | 2 | -1 | -2 | 0 | 1

The listing picks up, repeating the 2 entries before the break.
SMILES	ZTA DNA inh	Efflux pump mplx	PP5 inh	PREPL inh	Fh CTSL1 inh	core dimer inh	EBNA-1 inh	TPT1 inhibitor	PP1 counter
O=C(C(=O)N1CCOCC1)c1cn(Cc2c(F)cccc2Cl)c2ccccc12	0	0.0	-0.1	0	2	0	0	-2	3
CN1CCN(Cc2nc3ccccc3c(=O)[nH]2)CC1	-8	0.3	2.5	4	-3	-3	-1	3	-2
Cc1cccc(NC(=O)OC2CN3CCC2CC3)c1 (centres undefined)	2	0.1	3.4	7	-1	-8	-2	2	3
Cc1nc2c(=O)n(C)c(=O)nc-2n(C)n1	46*	0.0	11*	44*	112*	55*	-3	-1	44*
CN(C)C(Cc1ccccc1)C(=O)c1c[nH]c2ccccc12 (centres undefined)	-9	0.3	2.7	-3	2	-3	-10	4	3
Cc1ccc(C)c(OCc2cc(C(=O)N3C[C@H]4C[C@@H](C3)c3cccc(=O)n3C4)no2)c1	4	0.0	3.5	-2	-3	4	-3	-2	1
COc1ccc(C[C@@H]2c3cc(O)c(OC)cc3CCN2C)cc1O	-17	nt	1.4	-2	4	-21	-5	-5	-1
O=c1[nH]c(=S)n(-c2cccc(Cl)c2)c(O)c1C=NCCN1CCNCC1	21	-0.3	-2.4	-4	2	3	10	2	-2
COc1cc2c(cc1O)CC1c3c(cc(O)c(OC)c3-2)CCN1C (centres undefined)	-7	-0.3	3.5	18	3	0	-1	-3	-7
COC(=O)C1=C(c2cccc(OC)c2OC)C[C@@H]2CC[C@H]1N2C(=O)NCc1ccc(F)cc1	-21	0.0	0.9	8	3	-12	1	-2	2
COc1ccc(Cn2c(O)c(/C=N/NC(=O)c3ccccc3O)c(=O)[nH]c2=O)cc1	5	-0.1	1.4	7	-3	12	8	5	10
